# LAP4-GFP MLPCN: yeast TOR pathway LAP4-GFP modulation. S. cerevisiae LAP4-GFP multiplex, flow cytometry GFP, 3 h; median GFP as percent of DMSO wells. GFP response vs DMSO, % at 10 µM. 320,000 tested, 0.34% active;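 active = GFP response vs DMSO above a set limit, about the screen mean plus 3 SD, cut at about 150% in these data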
# RPL19A-GFP yeast: modulators of TOR pathway RPL19A-GFP in S. cerevisiae; S. cerevisiae RPL19A-GFP strain, flow cytometry, 3 h; hits give low values; percent response vs DMSO, % at 10 µM; 330,000 tested, 0.3% active; AID 2025;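 active = percent response vs DMSO below 50%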;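 note: median channel GFP fluorescence of the barcoded RPL19A-GFP strain; ratio of sample median GFP to plate DMSO average so 100% = DMSO; lower means less RPL19A-GFP as with rapamycin TOR inhibition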
# CIT2-GFP yeast: alters CIT2-GFP fluorescence in TOR pathway yeast screen; S. cerevisiae CIT2-GFP strain, flow cytometry, 3 h; 100 means same as DMSO wells; GFP response vs DMSO, % at 10 µM; 320,000 tested, 0.065% active; AID 2029;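 active = GFP response relative to DMSO above a set limit, near the screen mean plus 3 SD, cut at about 150% in these data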;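 note: ratio of well median GFP fluorescence to mean of DMSO wells on the plate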
# VLA-4 inh: inhibition in a human VLA-4 binding assay; P13612; VLA-4 expressing cells, ligand binding flow cytometry; inhibition, % (about 7 µM as worked out from the volumes in the protocol); 330,000 tested, 0.2% active; in the data active = inhibition above about 50%
# GRK2 aptamer HTS: blocks RNA aptamer binding to human GRK2 | P25098 | bead flow cytometry, FAM-aptamer displacement from GRK2 | inhibition of aptamer binding, % at 10 µM | 330,000 tested, 0.59% active | AID 488847;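 active = inhibition of aptamer binding above 40%, roughly 3 SD of noise, on plates passing a quality check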;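 note: median bead fluorescence of bound FAM aptamer so fluorescent compounds give negative values; no value below 0 was filed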
# Target sequence (P25098 whole entry, looked up): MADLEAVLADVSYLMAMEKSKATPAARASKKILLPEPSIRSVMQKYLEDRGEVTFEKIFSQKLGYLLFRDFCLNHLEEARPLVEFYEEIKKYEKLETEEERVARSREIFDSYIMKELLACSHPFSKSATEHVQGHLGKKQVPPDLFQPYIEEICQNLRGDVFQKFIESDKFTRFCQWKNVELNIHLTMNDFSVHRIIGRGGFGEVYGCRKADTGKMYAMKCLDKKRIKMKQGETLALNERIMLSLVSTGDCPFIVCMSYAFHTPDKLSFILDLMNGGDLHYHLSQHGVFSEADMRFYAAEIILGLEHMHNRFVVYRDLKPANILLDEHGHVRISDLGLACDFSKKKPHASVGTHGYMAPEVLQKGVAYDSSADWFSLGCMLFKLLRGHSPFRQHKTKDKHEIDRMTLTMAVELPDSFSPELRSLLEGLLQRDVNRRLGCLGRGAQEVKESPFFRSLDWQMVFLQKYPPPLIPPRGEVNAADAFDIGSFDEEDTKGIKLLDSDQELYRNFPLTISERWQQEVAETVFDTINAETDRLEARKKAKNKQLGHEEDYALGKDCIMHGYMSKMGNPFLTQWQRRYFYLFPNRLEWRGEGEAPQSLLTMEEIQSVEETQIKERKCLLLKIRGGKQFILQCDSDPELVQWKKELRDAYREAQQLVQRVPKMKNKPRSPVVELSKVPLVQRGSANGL
# MEP2-GFP yeast: alters MEP2-GFP fluorescence in TOR pathway yeast screen; 330,000 tested, 0.51% active; S. cerevisiae MEP2-GFP strain, flow cytometry GFP, 3 h; 100% = DMSO control level; GFP response vs DMSO, % at 10 µM; AID 2016;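 active = GFP response versus DMSO above a set limit, roughly screen mean plus 3 SD, cut at about 180% in these data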;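 note: median GFP fluorescence of the barcode-gated MEP2-GFP cells per well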
# JMJD2C inh: blocks human GASC-1 demethylase activity | Q9H3R0 | GST-JMJD2C(1-420) H3K9me3 demethylation, DELFIA europium | inhibition, % at 2.35 µM | 330,000 tested, 0.069% active;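 active = more than half of a compound's replicate wells show inhibition beyond 50%, single wells judged on their own value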;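 note: signal counts dimethyl H3K9 product captured on neutravidin plate; 0% = median of DMSO wells and 100% = 0.3 times that DMSO median; strong numbers were not always called active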
# Target sequence (Q9H3R0 1-420 limits assumed): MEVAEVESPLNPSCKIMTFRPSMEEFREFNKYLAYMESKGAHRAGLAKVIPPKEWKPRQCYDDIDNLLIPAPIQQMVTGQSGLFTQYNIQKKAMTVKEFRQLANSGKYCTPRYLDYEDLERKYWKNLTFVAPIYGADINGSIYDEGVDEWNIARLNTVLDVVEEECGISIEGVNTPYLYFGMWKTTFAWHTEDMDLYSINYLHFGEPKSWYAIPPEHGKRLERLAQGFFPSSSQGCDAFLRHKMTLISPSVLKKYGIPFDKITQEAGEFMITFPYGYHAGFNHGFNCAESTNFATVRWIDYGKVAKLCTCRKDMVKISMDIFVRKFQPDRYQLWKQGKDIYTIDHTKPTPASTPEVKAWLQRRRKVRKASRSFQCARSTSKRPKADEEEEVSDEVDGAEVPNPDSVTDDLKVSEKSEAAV
# AGP1 TOR yeast: modulators of TOR pathway AGP1-GFP in S. cerevisiae | S. cerevisiae AGP1-GFP multiplex flow cytometry, 3 h; GFP as percent of DMSO wells | GFP response vs DMSO, % at 10 µM | 320,000 tested, 0.02% active;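 active = GFP response relative to DMSO above a set limit, near screen average plus 3 SD, cut at about 150% in these data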;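 note: median GFP channel fluorescence of the gated AGP1 strain per well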
# Active calls of the source: *; x = not tested or not shown.
No.	Molecule	LAP4-GFP MLPCN	RPL19A-GFP yeast	CIT2-GFP yeast	VLA-4 inh	GRK2 aptamer HTS	MEP2-GFP yeast	JMJD2C inh	AGP1 TOR yeast
1	O=C(CN1C(=O)NC2(CCc3ccccc3C2)C1=O)Nc1ccc(Cl)cc1F (stereo not drawn)	104	106	115	-7	9	106	2	102
2	CSCCC(NC(=O)c1cncc(Br)c1)C(=O)O (stereo not drawn)	105	102	94	-4	4	96	-9	98
3	OCCCc1nc2ccccc2[nH]1	98	89	93	1	0	94	10	92
4	Clc1ccc(Oc2cccc(/C=N/n3cnnc3)c2)cc1	107	103	104	-9	0	97	-3	104
5	COc1ccc(Br)cc1-c1noc(-c2ccccc2)n1	98	95	95	10	0	101	-12	98
6	CN(C)CCCn1c(SCC(=O)Nc2nc(-c3cccc(Br)c3)cs2)nc2ccccc2c1=O	99	92	90	16	0	99	28	93
7	CSc1ccccc1NC(=O)CN(C)CC(=O)Nc1ccc(N2CCOCC2)cc1	91	97	98	-6	0	90	4	98
8	CCOC(=O)c1c(C)[nH]c(C)c1C(=O)COC(=O)/C=C/c1ccccc1[N+](=O)[O-]	100	97	105	-11	4	101	7	101
9	CCOc1ccc(N=C2SC(C(=O)Nc3ccccc3C#N)C(N)=C2C(=O)Nc2ccc(Cl)cc2)cc1 (stereo not drawn)	122	100	98	-7	3	109	4	101
10	NNC(=O)c1ccc(CN2CCCCC2)o1	88	113	107	26	2	106	-1	104
11	CC(C)Cn1c(N)c(C(=O)CSc2nc3ccccc3n2C)c(=O)n(C)c1=O	101	100	101	5	0	101	-7	100
12	COc1ccc(-c2cc(=Nc3ccc(C(=O)O)cc3)c3cc(C)ccc3o2)cc1	114	97	88	13	0	98	17	96
13	Cc1cc(C)cc(NC(=O)c2sc3nc4n(c(=O)c3c2C)CCC4)c1	110	96	102	6	1	104	13	97
14	CCCCNC(=S)NNC(=O)c1cccnc1	103	101	98	18	0	102	0	104
15	CCC(C(=O)O/N=C(\N)c1ccc(C)cc1)c1ccccc1 (stereo not drawn)	98	97	89	-20	1	105	-5	91
16	COc1ccc(N2CCN(S(=O)(=O)c3ccc(C(=O)NC4CCCC4)cc3)CC2)cc1	99	96	99	13	0	97	11	100
17	CC(=O)c1c(NC(=O)c2ccccc2)[nH]c(-c2ccccc2)nc1=S	97	97	81	-27	0	86	-3	87
18	O=C(O)c1ccc(N/N=C/c2cc(Br)cs2)cc1	109	96	86	13	2	104	-4	86
19	O=C(COc1cccnc1[N+](=O)[O-])Nc1cccc(S(=O)(=O)N2CCCCC2)c1	101	103	97	x	3	104	12	100
20	O=C(CSc1nnc(COc2ccc(Cl)cc2)n1Cc1ccco1)c1ccccc1F	93	92	95	4	2	99	-3	89
21	CCOC(=O)c1ccc(NC(=O)CSc2nc3ncccc3[nH]2)cc1	92	102	100	-1	1	104	-25	97
22	CC(=O)NC(CC(=O)NCC(=O)Nc1ccc(F)c(F)c1)c1ccccc1 (stereo not drawn)	99	100	103	6	1	99	2	101
23	O=C(N/C(=C/c1ccccc1)C(=O)N1CCCCC1)c1ccco1	71	95	98	14	0	86	9	91
24	CCOc1cc(/C=C2\NC(=S)N(C)C2=O)ccc1OCc1ccc(C(=O)O)cc1	105	98	101	1	0	113	2	110
25	O=C(NNC(=O)c1ccccc1[N+](=O)[O-])c1ccccc1[N+](=O)[O-]	96	99	97	0	4	105	x	99
26	CC1(C)C(=O)Nc2ccccc2N1C(=O)COC(=O)c1cccnc1Cl	102	98	93	-2	4	108	-6	102
27	O=C(NNC(=O)c1ccccc1O)c1ccc(Cl)cc1	95	101	104	-5	1	102	33	99
28	O=C(c1cccs1)N1CCN=C1SCc1ccccc1F	105	106	105	4	0	102	10	104
29	COc1ccc(N(C(=O)CNC(=O)c2cccs2)C(C(=O)NCC2CCCO2)c2ccc(OC)c(OC)c2)cc1 (stereo not drawn)	88	83	86	0	0	92	-13	x
30	O=C(CCCCn1c(=O)c2ccccc2n(CC(=O)NC2CCCC2)c1=O)NCc1ccco1	103	102	97	9	2	99	-1	102
31	Cc1ccc(NC(=S)NNC(=O)c2ccccc2OC(F)F)cc1	95	94	96	0	0	94	7	100
32	CCCN1C(=O)/C(=C/c2ccncc2)SC1=S	127	95	93	-3	0	100	-4	97
33	O=C1CC(C(=O)N2CCN(Cc3ccccc3)CC2)CN1Cc1ccccc1 (stereo not drawn)	101	93	95	-9	2	103	-2	98
34	CCOC(=O)c1ccccc1NC(=O)Cn1cnc2c(cnn2-c2ccc(OC)cc2)c1=O	109	101	107	-4	1	106	x	109
35	Cc1ccc(CN(C(=O)Cc2cccs2)C(C(=O)NC2CCCC2)c2ccncc2)cc1 (stereo not drawn)	97	108	105	1	6	101	-8	107
36	Cc1cccc(OCC(=O)NNC(=O)c2ccc([N+](=O)[O-])cc2)c1	115	97	86	29	0	93	-10	100
37	COc1ccccc1C(CNC(=O)CNC(=O)c1ccc(C)c(C)c1)N1CCCC1 (stereo not drawn)	107	97	102	-7	0	117	0	98
38	S=C(Nc1ccccc1)N1N=C(c2cccs2)CC1c1cccs1 (stereo not drawn)	103	93	81	7	3	96	-3	98
39	CCS(=O)(=O)N1CCN(C(=O)c2ccccc2[N+](=O)[O-])CC1	97	97	97	9	0	98	-2	94
40	COc1ccc(/C=N/NS(=O)(=O)c2ccc(C)cc2)cc1OC(=O)c1ccccc1	104	102	100	24	0	120	3	100
41	CCOC(=O)Cc1csc(NS(=O)(=O)Cc2ccccc2)n1	94	96	x	6	5	98	0	101
42	COc1ccc(C2NC(C(=O)O)CS2)cc1COCC(F)(F)F (stereo not drawn)	97	97	107	2	0	98	-4	103
43	CCCCC(=O)Nc1nnc(S(=O)(=O)N(CC)c2ccccc2)s1	106	105	107	13	0	106	1	104
44	CC(C)(C)c1cc(CN2CCOCC2)c(C(=O)O)o1	100	96	91	2	2	97	3	99
45	Cc1ccc(C)c(S(=O)(=O)NCCN2CCOCC2)c1	94	101	100	6	2	98	29	96
46	CCOc1ccc2oc(C(=O)N(Cc3nnc(-c4ccccc4Cl)o3)C3CC3)c(C)c2c1	111	99	96	14	0	101	-5	96
47	O=C(COC(=O)Cc1ccc(S(=O)(=O)N2CCOCC2)s1)NCCc1ccccc1	98	94	97	7	2	99	69	101
48	CCN(CC)C(=O)c1ccc(Nc2nnc(C)c3ccccc23)cc1	107	105	108	0	0	108	-27	114
49	O=C(OCc1nnc(-c2ccccc2)o1)C1CC(=O)N(Cc2ccco2)C1 (stereo not drawn)	88	92	87	5	0	91	-13	88
50	O=c1[nH]c2cc3c(cc2cc1C(c1nnnn1C1CCCCC1)N1CCSCC1)OCCO3 (stereo not drawn)	110	101	108	2	1	104	x	112
51	COc1ccc(N2CCN(C(C)C(=O)N3CC(C)OC(C)C3)CC2)cc1 (stereo not drawn)	94	99	108	1	0	102	7	103
52	CCN(Cc1ccccc1)C(=O)CSc1ncn[nH]1	99	106	104	-1	1	104	3	101
53	CCOC(=O)CNC(=O)CSc1nnc(COc2ccc(Cl)cc2)n1CC	101	99	92	18	2	95	-8	105
54	COc1ccc(-c2nnc(SCC(=O)Nc3cccc(Cl)c3)o2)cc1	104	101	105	3	0	102	5	100
55	Cc1nc(N2CCCC2)c2nnn(Cc3ccccc3Cl)c2n1	87	95	97	-8	1	92	-1	92
56	COC(=O)C1=C(C)NC(=O)CC1c1ccccc1 (stereo not drawn)	100	98	106	-3	0	107	-2	101
57	COc1ccc(C)cc1S(=O)(=O)N1CCC(C)CC1	91	96	109	-8	0	99	-22	98
58	CCCCCOc1ccc(C(=O)NC(C(=O)O)C(C)C)cc1 (stereo not drawn)	131	101	90	-9	4	102	22	94
59	COc1ccc(CNC(=O)COC(=O)c2cc(S(=O)(=O)N3CCOCC3)ccc2O)cc1OC	91	98	105	7	2	96	-3	97
60	CCCC(CCC(=O)Nc1cc([N+](=O)[O-])ccc1O)C(=O)O (stereo not drawn)	100	96	110	5	0	99	-6	108

# Some of the entries so far, field by field:
(56) COC(=O)C1=C(C)NC(=O)CC1c1ccccc1 (stereo not drawn)
  LAP4-GFP MLPCN: 100; RPL19A-GFP yeast: 98; CIT2-GFP yeast: 106; VLA-4 inh: -3; GRK2 aptamer HTS: 0; MEP2-GFP yeast: 107; JMJD2C inh: -2; AGP1 TOR yeast: 101

(57) COc1ccc(C)cc1S(=O)(=O)N1CCC(C)CC1
  LAP4-GFP MLPCN: 91; RPL19A-GFP yeast: 96; CIT2-GFP yeast: 109; VLA-4 inh: -8; GRK2 aptamer HTS: 0; MEP2-GFP yeast: 99; JMJD2C inh: -22; AGP1 TOR yeast: 98

# Remaining list, next part:
No.	Molecule	LAP4-GFP MLPCN	RPL19A-GFP yeast	CIT2-GFP yeast	VLA-4 inh	GRK2 aptamer HTS	MEP2-GFP yeast	JMJD2C inh	AGP1 TOR yeast
61	CN(CC(=O)Nc1cccc(S(=O)(=O)NC2=NCCC2)c1)Cc1cccc(F)c1	103	101	99	0	3	104	-2	109
62	Cc1ccc(/C=N/NC(=O)c2nnn(-c3nonc3N)c2CNc2ccccc2)cc1	99	96	103	27	1	107	4	101
63	COC(=O)C(C)Oc1ccc(-c2nccc(-c3ccccn3)n2)cc1 (stereo not drawn)	84	104	108	-13	0	98	-19	91
64	CCCCCCn1c(N(CC)CC)nc2c1c(=O)[nH]c(=O)n2C	95	95	91	-2	0	109	2	93
65	COc1ccc(NC(=O)C2CCCN(S(=O)(=O)c3ccccc3)C2)c(OC)c1 (stereo not drawn)	84	108	x	2	3	105	-19	97
66	CSc1cccc(NC(=O)CSc2ccccc2)c1	109	98	100	1	0	96	-1	92
67	O=C(COc1cccnc1[N+](=O)[O-])Nc1c(Cl)cccc1Cl	93	98	99	-3	0	99	4	99
68	COc1ccc(S(=O)(=O)N/N=C\c2ccc([N+](=O)[O-])o2)c(OC)c1	80	96	99	3	0	86	-4	92
69	CCOc1ccc(Oc2c(/C=N/NC(=O)C3CC3)c(C)nn2-c2ccccc2)cc1	96	99	94	-8	0	94	0	93
70	O=C1C2C(C(=O)N1/N=C/c1cc([N+](=O)[O-])ccc1O)C1C=CC2C12CC2 (stereo not drawn)	97	105	62	-3	2	95	6	77
71	CC(C)(C)N1C(=O)c2ccc(C(=O)O)cc2C1=O	113	101	109	-14	3	115	-7	101
72	CC(C)CNC(=O)C(=O)Nc1ccc2c(c1)N(S(=O)(=O)c1cccs1)CCC2	95	88	77	10	2	90	-37	97
73	CCOC(=O)C1CCN(C(=O)Nc2ccc(OC)c(OC)c2)CC1	93	x	101	2	0	96	-4	94
74	Cc1ccc(C(=O)Oc2coc(CSc3nnc(NC(=O)c4cccs4)s3)cc2=O)cc1C	94	97	93	3	1	93	-3	93
75	COCCC1CCCCN1Cc1cn(-c2ccccc2)nc1-c1ccc2c(c1)OCO2 (stereo not drawn)	104	88	99	17	0	103	0	98
76	COc1cccc(-c2cc(C(=O)Nc3ccn(Cc4ccc(C)cc4)n3)no2)c1	105	94	97	3	1	96	9	102
77	CCCCN(CC(=O)NC1CC1)S(=O)(=O)c1ccc(OCC)cc1	101	102	96	0	1	107	-2	102
78	O=C1CCCS(=O)(=O)c2ccccc21	99	104	106	12	2	105	1	106
79	COc1ccc(CCNC(=O)CN(C2CCCCC2)S(C)(=O)=O)cc1	97	100	94	22	0	101	2	102
80	Cc1cc(N2CCOCC2)nc(SCc2c(Cl)cccc2Cl)n1	114	108	97	-6	0	113	3	102
81	O=C(Nc1nccs1)c1cc(-c2ccncc2)nc2ccccc12	100	102	90	-11	0	103	1	104
82	Cc1onc(-c2c(Cl)cccc2Cl)c1C(N)=O	96	96	96	20	0	95	7	105
83	CC(C)[C@H](NC(=O)OCc1ccccc1)C(=O)OCc1ccccc1	109	102	100	16	0	115	-1	94
84	Cc1ccc(OCC(=O)Nc2ccc3c(c2)nc(CCN2CCOCC2)n3C)cc1	109	103	109	2	1	100	2	104

# The order is random, and some 1.7% of all compounds hit somewhere here.
